Tau filament bind – binds recombinant human tau filaments | 71,000 compounds, 2% hits | Potency, µM (highest dose often 57.1 µM), for inactives: at the top dose activity change, negative = inhibition | AID 596 | recombinant tau filaments, thioflavin S fluorescence, 15 h; filaments grown with octadecylsulfate alongside compound;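 further: potency means the concentration at half of the fitted maximal effect; on the % scale 0 is the no-effect control and ±100 the full control effect; actives lower thioflavin S fluorescence by blocking filaments or displacing dye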
Target sequence (P10636 whole entry, looked up): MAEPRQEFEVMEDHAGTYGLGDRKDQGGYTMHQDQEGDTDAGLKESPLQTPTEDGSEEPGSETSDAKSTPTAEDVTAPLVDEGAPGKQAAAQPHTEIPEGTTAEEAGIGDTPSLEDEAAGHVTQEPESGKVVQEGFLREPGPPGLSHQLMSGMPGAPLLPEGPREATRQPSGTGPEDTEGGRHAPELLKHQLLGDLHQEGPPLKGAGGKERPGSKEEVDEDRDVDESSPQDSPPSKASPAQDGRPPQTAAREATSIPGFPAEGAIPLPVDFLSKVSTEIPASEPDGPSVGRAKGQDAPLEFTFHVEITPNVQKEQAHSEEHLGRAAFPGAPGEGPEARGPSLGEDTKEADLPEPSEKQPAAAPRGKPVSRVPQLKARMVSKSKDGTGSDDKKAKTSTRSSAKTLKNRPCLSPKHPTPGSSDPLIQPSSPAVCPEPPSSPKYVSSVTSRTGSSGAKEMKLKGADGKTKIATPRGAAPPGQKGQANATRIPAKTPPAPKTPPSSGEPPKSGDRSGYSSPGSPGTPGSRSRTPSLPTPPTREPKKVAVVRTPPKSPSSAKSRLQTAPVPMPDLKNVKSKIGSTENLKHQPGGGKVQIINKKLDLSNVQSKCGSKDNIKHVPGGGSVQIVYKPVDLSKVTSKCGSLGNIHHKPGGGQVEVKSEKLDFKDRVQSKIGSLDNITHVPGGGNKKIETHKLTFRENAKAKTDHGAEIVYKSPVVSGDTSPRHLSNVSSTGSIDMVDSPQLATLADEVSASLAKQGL
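Recombinant tau protein (human, 1 uM final) plus 30 uM ODS in HEPES pH 7.4 with NaCl, DTT and thioflavine S. Compound present from the start; fluorescence at 510 nm after 15 h, 37 C.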
Casp7 inh – blocks human caspase-7 allosterically or competitively | 75,000 compounds, 0.02% hits | AID 889 | Potency, µM (top dose mostly 57.5 µM), for inactives: at the top dose activity change, negative = inhibition, usual class: inhibitors | P55210 | recombinant caspase-7, Ac-DEVD-AFC fluorescence rate; active means well fitted inhibition curve with a large enough effect in the main read-out, with a control signal flat, not every such curve was filed as active; inconclusive means small, poorly fitted or top-dose-only effect, or a change in a side signal; further: potency means the concentration at half of the fitted maximal effect; % of control where 0% means no effect
Target sequence (P55210 24-198 limits assumed): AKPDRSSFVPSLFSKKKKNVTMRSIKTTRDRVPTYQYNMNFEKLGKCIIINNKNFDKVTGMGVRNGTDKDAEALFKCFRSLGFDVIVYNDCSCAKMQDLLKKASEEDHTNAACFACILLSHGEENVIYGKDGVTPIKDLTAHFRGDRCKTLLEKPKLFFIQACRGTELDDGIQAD
Target sequence (P55210 207-303 limits assumed): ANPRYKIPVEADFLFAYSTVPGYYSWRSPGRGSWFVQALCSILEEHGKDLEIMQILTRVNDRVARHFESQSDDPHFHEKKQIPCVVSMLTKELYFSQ
Rhodamine autofl – rhodamine region autofluorescence. max dye-equivalent concentration, M. AID 594. 59,000 compounds, 0.05% hits. Rhodamine-region fluorescence, 547/598 nm, Tris buffer; stronger effect = higher value; in the data active means max dye-equivalent concentration above about 11 nM; inconclusive means between about 1.1 nM and that limit
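qHTS spectral profiling of compounds without any target or enzyme present, in pH 8.0 Tris buffer; plates were read after a 15-minute room-temperature incubation using the rhodamine-region filter set.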
Pol III holo inh – DNA polymerase III holoenzyme inhibition; reconstituted DNA polymerase III holoenzyme replication, biochemical; Potency, µM (titrated, usually from 57.1 µM), for inactives: top-dose activity change, negative = inhibition; 71,000 compounds, 0.25% hits; AID 603; further: potency means the concentration at half of the fitted maximal effect; on the % scale 0 is the no-effect control and ±100 the full control effect
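Reconstituted *E. coli* holoenzyme (0.35 nM Pol III, 1 nM beta, 154 nM SSB, 2 nM primase) was preincubated with compound for 15 min at RT. Synthesis on 1.4 nM ssM13Gori ran 35 min, then was stopped with PicoGreen/EDTA and read as dsDNA fluorescence.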
BRCT inh red – inhibitors of human BRCA1 BRCT-phosphoprotein interaction (red fluorophore). P38398. Potency, µM (highest dose often 76.9 µM), for the others: top-dose activity change, negative = inhibition, usual class: inhibitors. 75,000 compounds, 0.03% hits. BRCT-phosphopeptide binding, red fluorescence polarization; further: on the % scale 0 is the no-effect control and ±100 the full control effect
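Rhodamine-labelled pBACH1 10-mer (100 nM) bound to BRCT domain (100 nM) at pH 7.3; compounds incubated 12 min room temperature, polarization read. Free peptide defines full inhibition; unlabelled decapeptide titrated as control.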
HADH2 inh – blocks human hydroxyacyl-CoA dehydrogenase type II. Potency, µM (top dose mostly 57.1 µM), inactives show at the top dose activity change, negative = inhibition, usual class: inhibitors. 73,000 compounds, 3.4% hits. recombinant HADH2, NADH fluorescence, beta-hydroxybutyryl-CoA; further: potency means the concentration at half of the fitted maximal effect; on the % scale 0 is the no-effect control and ±100 the full control effect; nearly all actives have a fitted effect of over 60% in size; many of its hits are not listed in these tables
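Activity measured as NADH fluorescence gain (360/450 nm), taken as the change between first and last reads of a 4-min kinetic run. Conditions: pH 9.0 Tris buffer, 20 nM E. coli-expressed His-tagged enzyme, 1 mM NAD+, 90 uM beta-hydroxybutyryl-CoA; 15-min compound preincubation.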
Casp1 inh – blocks human caspase-1 allosterically or competitively; P29466; Caspase-1 enzyme, Ac-WEHD-AFC fluorogenic rate; Potency, µM (series often up to 57.5 µM), inactives show top-dose activity change, negative = inhibition, usual class: inhibitors; 75,000 compounds, 0.03% hits; AID 900;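 further: potency means the concentration at half of the fitted maximal effect; plate controls were vehicle for no effect and no substrate for full effect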
HEK293 cAMP ctrl – counter-screen for TSHR agonists: cAMP increase in parental HEK293; parental HEK293 CNG cAMP sensor, membrane potential fluorescence; Potency, µM (highest dose often 57.1 µM), for the others: top-dose activation, most hits filed as activators; 73,000 compounds, 2.5% hits; AID 938; further: potency means the concentration at half of the fitted maximal effect; % of control where 0% means no effect; nearly all actives have a fitted effect of over 55% in size
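Parental HEK 293 cells stably expressing a cAMP-gated CNG channel were loaded with membrane potential dye containing 100 uM RO 20-1724 for 60 min. Compound added for 30 min; depolarization read as fluorescence intensity at 590 nm.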
15-hLO inh – inhibitors of human 15-lipoxygenase (ALOX15); 74,000 compounds, 1.4% hits; Potency, µM (doses to about 57.1 µM), for inactives: at the highest dose activity change, negative = inhibition, hits mostly inhibitors; P16050; purified 15hLO-1, xylenol orange hydroperoxide absorbance; further: potency means the concentration at half of the fitted maximal effect; on the % scale 0 is the no-effect control and ±100 the full control effect; nearly all actives have a fitted effect of over 55% in size
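Inhibition is scored from a chromogenic endpoint. After 15 min enzyme-compound contact, arachidonic acid (50 uM final) reacts 6 min with 40 nM 15hLO-1 at room temperature, then Fe-XO reagent is added for 30 min and absorbance ratio recorded.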
BRCT inh green – blocks human BRCA1 BRCT binding to phosphopeptide, green readout; 75,000 compounds, 0.05% hits; BRCA1 BRCT-phosphopeptide binding, green fluorescence polarization; P38398; Potency, µM (doses to about 76.9 µM), inactives show top-dose activity change, negative = inhibition, usual class: inhibitors; AID 875;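 further: potency means the concentration at half of the fitted maximal effect; plate controls were peptide without protein for full effect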
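Fluorescence polarization: His-tagged BRCT (~35 kDa BRCA1 C-terminus, 250 nM) bound to 100 nM fluorescein-labeled phosphorylated 10-aa BACH1 peptide, pH 7.3 phosphate buffer with DTT and Tween 20. Compounds incubated 12 min at room temperature; inhibition read as lowered polarization.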
USP2a inhib – inhibitors of human ubiquitin-specific protease USP2a; O75604; 60,000 compounds, 0.1% hits; USP2a enzymatic assay, qHTS inhibition; Potency, µM (top dose mostly 38.3 µM), for the others: at the top dose activity change, negative = inhibition, most hits filed as inhibitors;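 further: potency means the concentration at half of the fitted maximal effect; nearly all actives have a fitted effect of over 60% in size; plate controls were DMSO for no effect and NEM full inhibition control for full effect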
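Inhibition is measured in a cell-free coupled assay with 20 nM USP2 core, 20 nM Ub-PLA2 and 20 uM NBD C6-HPC, 2.5 h incubation. Activity normalized to NEM control.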
Starred values were filed as active, the others as inactive; i = inactive; ? = inconclusive; . = no result given; [ ] = remark or other dose. Unless noted, the call rests on the fitted dose curve; in most records, active means well fitted curve in the direction sought with a large enough effect; inconclusive means small, poorly fitted or top-dose-only effect, or another doubt; inactive means no such curve, though single readings can be large; an effect the other way counts as inactive or inconclusive. Only part of the results is shown (hit frequency here may not be typical).

structure	Tau filament bind	Casp7 inh	Rhodamine autofl	Pol III holo inh	BRCT inh red	HADH2 inh	Casp1 inh	HEK293 cAMP ctrl	15-hLO inh	BRCT inh green	USP2a inhib
COc1ccc(S(=O)(=O)N(C)c2ccc(C(=O)N3CCOCC3)cc2)cc1	-22%	0%	i	-7%	-0.6%	6%	-1%	-1%	-1%	-1.3%	6%
Nc1nonc1-n1nnc(C(=O)O)c1-c1cccs1	30%	-4%	i	2%	-0.5%	16%	0%	26%	-2%	-6.2%	-5%
c1ccc2[nH]c(-c3nc4ccccc4[nH]3)nc2c1	2%[11.4 µM]	-9%	.	1%[11.4 µM]	-2.1%	?	-11%	10%[11.4 µM]	8%[11.4 µM]	-1.2%	5%[7.66 µM]
Cc1c(NC(=O)CSc2nc(-c3ccco3)cc(C(F)(F)F)n2)c(=O)n(-c2ccccc2)n1C	13%	-1%	i	5%	-2.0%	-5%	0%	10%	-22%	-0.7%	7%
COC(=O)[C@@]1(Cc2ccccc2)[C@H]2c3cc(C(=O)N4CCCC4)n(CCc4ccccn4)c3C[C@H]2CN1C(=O)c1ccccc1	6%	2%	.	9%	1.4%	-3%	-2%	16µM*	.	1.2%	.
COc1ccc2c(c1)OC1(C)CC2C(C(=O)c2ccccc2OC)C(=O)N1 (stereo not drawn)	-7%	-8%	.	-4%	1.1%	0%	2%	17%	-22%	-0.3%	.
O=C(OCC(=O)N1CCCc2ccccc21)c1ccc(Br)o1	1%	-1%	i	-6%	-1.2%	3%	0%	-11%	-16%	-2.1%	-3%
CCn1nnc(NC(=O)c2c(OC)cccc2OC)n1	-4%	0%	i	-7%	-1.1%	3%	-2%	0%	3%	-1.1%	-4%
Cc1cc(NS(=O)(=O)c2ccc(NC(=O)NC3CCCCC3)cc2)no1	-2%	1%	i	-4%	0.1%	0%	0%	2%	-2%	-2.7%	-7%
COc1ccc2[nH]c(C)c(CN3CCCC(C)C3)c(=O)c2c1 (stereo not drawn)	0%	1%	i	-9%	1.7%	40%[activator]	0%	1%	10%	-0.8%	-3%
COc1ccc(O[C@H]2C=C[C@@H](c3ccccc3)O[C@H]2COC(=O)CC/C(C)=N\O[C@@H](C)c2cn([C@H]3COC[C@H]3O)nn2)cc1	.	1%[11.5 µM]	.	.	-3.3%[15.4 µM]	7%[11.4 µM]	-1%[11.5 µM]	0%[11.4 µM]	6%[11.4 µM]	1.1%[15.4 µM]	.
COc1cc(CN2CCC(C(=O)NC3CCCC3)CC2)cc(Br)c1O	-13%	-1%	i	-1%	1.2%	-9%	4%	-2%	-13%	0.3%	0%
COc1ccccc1-c1n[nH]c(=S)n1-c1ccccc1	.	0%	.	.	-2.3%	?	0%	13%	-21%	0.4%	.
O=C(Nc1nncs1)c1ccccc1NS(=O)(=O)c1cccs1	4%	-8%	i	1%	0.9%	32µM*	-5%	-5%	1%	0.8%	3%
COC(=O)CSc1ncc(C#N)c(N)n1	-6%	-5%	i	-6%	-1.1%	1%	-8%	-3%	5%	-1.3%	-1%

Not a retest: entries from further up.
structure	Tau filament bind	Casp7 inh	Rhodamine autofl	Pol III holo inh	BRCT inh red	HADH2 inh	Casp1 inh	HEK293 cAMP ctrl	15-hLO inh	BRCT inh green	USP2a inhib
O=C(OCC(=O)N1CCCc2ccccc21)c1ccc(Br)o1	1%	-1%	i	-6%	-1.2%	3%	0%	-11%	-16%	-2.1%	-3%
CCn1nnc(NC(=O)c2c(OC)cccc2OC)n1	-4%	0%	i	-7%	-1.1%	3%	-2%	0%	3%	-1.1%	-4%
Cc1cc(NS(=O)(=O)c2ccc(NC(=O)NC3CCCCC3)cc2)no1	-2%	1%	i	-4%	0.1%	0%	0%	2%	-2%	-2.7%	-7%
COc1ccc2[nH]c(C)c(CN3CCCC(C)C3)c(=O)c2c1 (stereo not drawn)	0%	1%	i	-9%	1.7%	40%[activator]	0%	1%	10%	-0.8%	-3%
COc1ccc(O[C@H]2C=C[C@@H](c3ccccc3)O[C@H]2COC(=O)CC/C(C)=N\O[C@@H](C)c2cn([C@H]3COC[C@H]3O)nn2)cc1	.	1%[11.5 µM]	.	.	-3.3%[15.4 µM]	7%[11.4 µM]	-1%[11.5 µM]	0%[11.4 µM]	6%[11.4 µM]	1.1%[15.4 µM]	.
COc1cc(CN2CCC(C(=O)NC3CCCC3)CC2)cc(Br)c1O	-13%	-1%	i	-1%	1.2%	-9%	4%	-2%	-13%	0.3%	0%
COc1ccccc1-c1n[nH]c(=S)n1-c1ccccc1	.	0%	.	.	-2.3%	?	0%	13%	-21%	0.4%	.
O=C(Nc1nncs1)c1ccccc1NS(=O)(=O)c1cccs1	4%	-8%	i	1%	0.9%	32µM*	-5%	-5%	1%	0.8%	3%
COC(=O)CSc1ncc(C#N)c(N)n1	-6%	-5%	i	-6%	-1.1%	1%	-8%	-3%	5%	-1.3%	-1%

Next part:
structure	Tau filament bind	Casp7 inh	Rhodamine autofl	Pol III holo inh	BRCT inh red	HADH2 inh	Casp1 inh	HEK293 cAMP ctrl	15-hLO inh	BRCT inh green	USP2a inhib
Cc1ccc(OCCn2c(C)c(/C=N/n3cnnc3)c3ccccc32)cc1	282%	-1%	.	-2%	0.6%	0%	1%	12%	13%	-1.2%	2%
COCCN(C(=O)Nc1ccc(OC)cc1OC)C1CCN(C(C)=O)CC1	-3%	0%	i	-2%	0.4%	9%	1%	-5%	0%	0.6%	-3%
COc1ccccc1C1C2=C(N=C3SCC(=O)N31)c1ccccc1CC2 (stereo not drawn)	-9%	-3%	i	-7%	-0.2%	-2%	0%	20%	-10%	-1.6%	23%
O=C(NCCCN1CCOCC1)c1csc2c1CCCC2	14%	-1%	i	-4%	-0.3%	6%	1%	5%	0%	-1.9%	-6%
O=C(c1ccco1)N1CCC[C@@]2(CCN(Cc3nccs3)C2)C1	13%	-2%	i	-3%	-0.4%	7%	-2%	?	5%	-2.3%	47%[activator]
CCCC(c1nnnn1CCOC)N1CCN(c2cccc(OC)c2)CC1 (stereo not drawn)	-28%	-1%	i	-1%	-1.3%	-4%	-2%	22%	7%	-0.7%	1%
COc1ccc(NC(=O)c2ccc3c(c2)C(=O)N(Cc2cccnc2)C3=O)cc1	1%	0%	i	-2%	1.1%	8%	0%	1%	-10%	-4.2%	1%
CCC(C)Sc1nc2c(c(=O)n1C)SC(C)C2 (stereo not drawn)	1%	0%	.	1%	-1.3%	?	-1%	?	13%	-2.5%	.
Cc1cccc(N=C2NC(=O)CS2)c1C	-10%	-1%	i	0%	0.9%	-4%	0%	11%	6%	-1.8%	0%
COc1ccc(C(=O)NCCn2ccc3ccccc32)cc1	-26%	-3%	i	-6%	0.0%	-3%	0%	3%	-2%	-3.6%	-3%
Cn1cc(CNC(=O)C2CCCCC2)cn1	2%	-2%	i	-3%	-1.7%	3%	-1%	3%	5%	-1.0%	-4%
N#Cc1c(NC(=O)c2ccncc2)sc2c1CCC2	16µM*	-9%	i	-12%	-0.3%	7.9µM*	-3%	-1%	?	0.5%	29%
O=C(C1CCC1)N1CCc2cc(S(=O)(=O)NCC3COc4ccccc4O3)ccc21 (stereo not drawn)	18%	-6%	i	0%	-0.3%	11%	-3%	?	-13%	-2.8%	31%[activator]
CC1=C(C(=O)Nc2ccc(Cl)cc2)C(c2cccs2)n2nnnc2N1 (stereo not drawn)	0%	-1%	i	-3%	0.6%	6%	2%	-10%	-12%	0.1%	6%
c1ccc(Cc2nnc(-c3ccccc3)o2)cc1	82%	-6%	i	-3%	-1.9%	-4%	0%	?	-4%	1.7%	0%

Bioassay records: PubChem BioAssay, National Center for Advancing Translational Sciences (NCATS)
